# Compound activity (PubChem BioAssay)
# C1s inh: blocks human complement C1s protease activity; actives 0.16% (n = 62,000); purified C1s, fluorogenic AMC substrate, pooled mixtures; mean inhibition % of two 10-compound mixtures (stronger effect = higher value), % at 5 µM (by protocol); P09871; AID 538;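 active means inhibition above 20% in each of the two 10-compound mixture wells holding the compound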;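 further: 0% = enzyme wells lacking compound mixture and 100% = no-enzyme blank wells; some compounds called inactive have numbers as strong as hits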
# FXIIa inh mix: factor XIIa (human) inhibition, mixture screen | P00748 | inhibition, % at 5 µM | actives 0.2% (n = 62,000) | purified FXIIa, fluorogenic substrate, pooled mixtures;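 further: 0% = enzyme without compound and 100% = no enzyme blank; some results filed as inactive read as strong as hits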
# Hsp90 inh: displaces geldanamycin probe from tumor Hsp90; P07900; NCI-N417 lysate Hsp90, Cy3B-geldanamycin FP displacement; inhibition, % at 30 µM; actives 0.35% (n = 64,000);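 active means inhibition above 50%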;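 further: 0% = tracer plus lysate wells and 100% = tracer alone without lysate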
# Cathepsin G inh: cathepsin G (human) inhibition; P08311; purified enzyme, AMC-tetrapeptide fluorescence, pooled mixtures; inhibition, % at 5 µM (by protocol); actives 0.2% (n = 62,000);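 active means inhibition above 20% in each of the two mixture wells holding the compound; inactive means inhibition of 20% or less in either well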;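 further: 0% = enzyme control without mixture and 100% = blank lacking enzyme; strong numbers were not always called active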
# Target sequence (P08311 21-244 limits assumed): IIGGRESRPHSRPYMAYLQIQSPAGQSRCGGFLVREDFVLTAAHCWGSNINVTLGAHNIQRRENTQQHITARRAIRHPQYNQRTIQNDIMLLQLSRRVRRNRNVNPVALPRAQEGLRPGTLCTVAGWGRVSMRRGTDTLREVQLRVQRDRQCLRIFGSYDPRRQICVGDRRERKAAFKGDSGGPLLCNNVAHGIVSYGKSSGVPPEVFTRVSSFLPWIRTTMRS
# Cdc25B block: human M-phase inducer phosphatase 2 inhibition; recombinant Cdc25B, OMFP fluorescence Ex485/Em525; inhibition, %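 (compounds tested at 10 µM final in the well)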; actives 0.1% (n = 65,000); AID 368; in the data active means inhibition above about 50%
# CatL inh: inhibitors of human cathepsin L. P07711. purified cathepsin L, fluorogenic substrate, fluorescence. inhibition, %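 (tested at 10 µM)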. actives 0.17% (n = 58,000). AID 460; in the data active means inhibition above about 45%;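 further: 0% = enzyme with no compound and 100% = no enzyme blank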
# Target sequence (P07711 114-288 limits assumed): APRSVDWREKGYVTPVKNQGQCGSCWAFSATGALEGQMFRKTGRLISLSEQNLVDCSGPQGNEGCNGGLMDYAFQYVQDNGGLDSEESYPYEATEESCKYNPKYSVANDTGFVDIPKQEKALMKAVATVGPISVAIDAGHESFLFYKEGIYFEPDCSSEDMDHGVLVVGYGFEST
# Target sequence (P07711 292-333 limits assumed): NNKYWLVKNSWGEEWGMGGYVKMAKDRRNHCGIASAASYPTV
# 5HT1a ag: activates the human 5-HT1a serotonin receptor; P08908; CHO 5-HT1a Ga15 NFAT-bla reporter, FRET ratio; 0% basal, 100% maximal reference agonist; activation, % at 10 µM; actives 0.56% (n = 65,000); AID 567;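 active means activation above the screen-wide mean activation plus 3 SD, cut at about 19% in these data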;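 further: 0% = DMSO wells and 100% = 5-CT at EC100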
# Target sequence (P08908 whole entry, looked up): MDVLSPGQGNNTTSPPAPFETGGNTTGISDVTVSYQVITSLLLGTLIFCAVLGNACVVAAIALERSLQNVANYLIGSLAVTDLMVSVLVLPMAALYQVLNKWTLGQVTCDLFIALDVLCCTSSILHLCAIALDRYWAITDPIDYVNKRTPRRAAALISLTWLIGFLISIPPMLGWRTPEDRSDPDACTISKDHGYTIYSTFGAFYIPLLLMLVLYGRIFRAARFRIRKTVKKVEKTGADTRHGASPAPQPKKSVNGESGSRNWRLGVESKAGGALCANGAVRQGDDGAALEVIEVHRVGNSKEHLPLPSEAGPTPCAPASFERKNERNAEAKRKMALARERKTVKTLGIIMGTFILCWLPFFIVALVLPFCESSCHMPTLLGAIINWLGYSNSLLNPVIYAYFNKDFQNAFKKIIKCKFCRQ
# FXIa inh mix: factor XIa (human) inhibition, mixture screen. actives 0.19% (n = 62,000). P03951. purified FXIa, fluorogenic substrate, pooled mixtures. inhibition, % at 5 µM;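 further: each value is inhibition by a whole ten-compound pool holding the compound; 0% = enzyme with no mixture and 100% = wells lacking enzyme; strong numbers were not always called active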
# DUSP1 inh: human dual specificity phosphatase 1 inhibition. recombinant MKP-1, OMFP hydrolysis fluorescence. actives 0.15% (n = 65,000). inhibition, %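 (compounds tested at a single concentration somewhere between 10 and 100 µM)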;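 active means inhibition above about 50%, limit read from the data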;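 further: 0% = DMSO max control wells and 100% = wells with enzyme stopped by NaOH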
# An asterisk follows results filed as active; i = inactive; / = no result given. Unless noted, no stated cut-off is given here; in the data, active means inhibition above about 20% (passing the limit was not always enough); inactive means the rest.
# The opening four entries, ahead of the listing:
# Each structure is followed by: C1s inh	FXIIa inh mix	Hsp90 inh	Cathepsin G inh	Cdc25B block	CatL inh	5HT1a ag	FXIa inh mix	DUSP1 inh
- O=C1NC(c2ccccc2)C(C(=O)c2cccs2)=C1O (configuration not stated)
  -38.5	-17.2	-1.4	-5.1	-19.1	-4.5	-2.3	1.6	6.5
- Cc1cc(C)c2[nH]c(=O)c(CN(C(=O)C3CCCO3)C3CCCC3)cc2c1 (configuration not stated)
  -38.2	3.8	2.1	-7.6	-18.5	3.9	-0.6	-11.4	-22.2
- CCOc1cc(CNCC2CCCO2)cc(Br)c1OCC(N)=O (configuration not stated)
  -5.5	2.1	-4.3	7.9	-9.2	-7.3	-3.4	1.7	-0.4
- Cc1ccccc1-c1nnc(SCc2ccc(F)cc2)o1
  -5.7	4.4	-0.5	0.4	-20.1	-3.1	1.1	3.2	-1.9

# This part in full, previewed entries included:
# Each structure is followed by: C1s inh	FXIIa inh mix	Hsp90 inh	Cathepsin G inh	Cdc25B block	CatL inh	5HT1a ag	FXIa inh mix	DUSP1 inh
- O=C1NC(c2ccccc2)C(C(=O)c2cccs2)=C1O (configuration not stated)
  -38.5	-17.2	-1.4	-5.1	-19.1	-4.5	-2.3	1.6	6.5
- Cc1cc(C)c2[nH]c(=O)c(CN(C(=O)C3CCCO3)C3CCCC3)cc2c1 (configuration not stated)
  -38.2	3.8	2.1	-7.6	-18.5	3.9	-0.6	-11.4	-22.2
- CCOc1cc(CNCC2CCCO2)cc(Br)c1OCC(N)=O (configuration not stated)
  -5.5	2.1	-4.3	7.9	-9.2	-7.3	-3.4	1.7	-0.4
- Cc1ccccc1-c1nnc(SCc2ccc(F)cc2)o1
  -5.7	4.4	-0.5	0.4	-20.1	-3.1	1.1	3.2	-1.9
- O=C(c1ccccc1)N1CCN(c2ccc(NCc3ccc4c(c3)OCO4)cc2)CC1
  3.9	33.9	10.6	11.0	-10.5	17.0	-2.5	-1.2	8.6
- Cc1ccc(C)c(Cn2c(=O)n(CCCC(=O)NCc3ccco3)c(=O)c3ccccc32)c1
  3.4	2.6	0.6	0.5	-1.4	-4.4	0.2	2.6	6.1
- O=c1oc2ccccc2n1Cn1c(=O)oc2ccccc21
  3.3	7.4	-0.1	-3.0	-2.2	8.1	-1.3	3.0	25.1
- OCCCc1nc2n(n1)C(c1ccccc1)C=C(c1ccccc1)N2 (configuration not stated)
  -59.0	8.7	92.0*	-3.4	2.0	5.4	-2.4	5.3	6.5
- Cc1noc(NS(=O)(=O)c2ccc(NC(=O)CSc3nc4c(cc3C#N)CCCC4)cc2)c1C
  16.0	-17.3	-2.8	10.6	-13.7	8.0	1.3	10.2	19.4
- CCCC(=O)Nc1cc(C)c2c(=O)oc3ccccc3c2n1
  -14.7	14.8	-6.7	-7.0	3.6	2.6	0.5	2.7	0.9
- CCC(C)NC(=O)CC(c1ccc(OC)cc1)n1cccc1 (configuration not stated)
  -45.8	7.1	-7.7	2.9	-18.3	21.2	-2.0	3.4	-3.7
- Cc1nnc(NC(=O)CSc2nnc(CNC(=O)c3ccccc3)n2-c2ccccc2)s1
  13.7	-3.3	-0.7	8.3	-0.7	22.1	0.0	6.2	8.3
- CCC(CC)C(=O)NCCc1ccc(S(N)(=O)=O)cc1
  -3.5	9.6	-4.1	-2.2	14.1	/	-0.7	8.2	3.5
- CCC(Sc1ccc(C(=O)O)cc1)C(=O)O (configuration not stated)
  2.4	1.1	-2.6	1.6	-6.5	-2.0	0.3	-3.3	0.4
- Cc1cc(C)n(Cc2cc(C)c(Cn3nc(C)cc3C)cc2C)n1
  -33.1	-4.6	-2.9	7.3	-1.8	19.2	-1.4	6.2	3.3
- CCC(=O)Nc1ccc(S(=O)(=O)Nc2cccc(C)c2)cc1OC
  -55.5	-6.4	-6.6	-2.1	0.2	7.4	0.2	-7.9	4.9
- Fc1cccc(-n2c(-c3ccco3)nc3nc4ccccc4nc32)c1
  -63.6	10.6	-19.1	-12.0	5.3	i	0.9	-10.0	4.6
- COc1ccc(/C(O)=C2\C(=O)C(=O)N(CCN(C)C)C2c2cc(OC)c(OC)c(OC)c2)c(C)c1 (configuration not stated)
  6.9	-5.9	-1.2	1.7	3.0	-6.4	-2.0	8.5	16.2
- COc1cc2c(cc1OC)C(COc1ccc(F)cc1)N(C(=O)c1ccco1)CC2 (configuration not stated)
  5.0	2.8	0.2	8.7	-4.1	5.3	1.2	3.9	31.1
- O=C(Nc1ccccc1)N1CCN(Cc2ccc3c(c2)OCO3)CC1
  2.2	0.1	-2.9	5.0	-2.9	-6.0	-2.1	-3.0	0.2
- CCOC(=O)CSc1nnc(CNC(=O)c2ccc(OC)cc2)n1C1CCCCC1
  13.6	0.1	-0.9	11.2	-6.4	/	-0.6	2.5	7.5
- CN=C1SC(CC(=O)Nc2ccccc2F)C(=O)N1C (configuration not stated)
  14.0	1.2	-2.3	10.7	5.9	/	-0.2	7.4	0.0
- COCCn1c(C)cc(C(=O)CSc2nc3ccccc3o2)c1C
  29.5	1.5	-4.1	7.8	-7.4	-1.1	1.1	0.7	-2.2
- O=C(CSc1ccc2nnc(-c3ccccn3)n2n1)Nc1ccc2c(c1)OCCO2
  16.9	3.1	-4.3	12.1	-2.2	4.9	-1.2	-4.3	-12.6
- COC(=O)Cc1cc(=O)[nH]c(/N=C(/NC(=O)c2ccccc2)Nc2ccccc2C)n1
  12.3	4.4	-5.5	10.1	1.2	5.8	-1.9	7.8	2.0
- CCN1CCN(CCNC(=O)CS(=O)(=O)Cc2nc(-c3ccc(C)cc3)oc2C)CC1
  -181.7	8.0	-3.8	-14.6	-13.1	/	0.1	-24.0	0.2
- COc1ccc(C2CC(c3c(O)cc(C)oc3=O)=NCCS2)c(OC)c1 (configuration not stated)
  15.4	4.3	1.1	9.1	-7.4	/	-3.6	8.1	-1.0
- COc1ccc(C2c3c(oc4ccc(C)cc4c3=O)C(=O)N2c2cc(C)ccn2)cc1OC (configuration not stated)
  7.4	0.3	2.8	10.8	-3.2	9.3	-0.2	4.2	28.6
- CCOC(=O)C1C(=O)NC(N2CCCCC2)=NC1C(C)C (configuration not stated)
  18.8	6.0	8.9	12.0	-2.0	5.4	-0.8	7.4	-11.9
- CCOC(=O)CN1CC23C=CC(O2)C(C(=O)NCc2cccs2)C3C1=O (configuration not stated)
  -4.9	1.0	1.6	1.9	5.2	15.9	-6.4	-0.6	-14.7
- CC1(C)CC(OC(=O)c2ccco2)CC(C)(C)N1O
  17.5	4.9	14.4	6.4	-8.2	-5.0	-2.1	11.6	-0.1
- O=C(c1ccccc1)N1CCN(CC#CC2(O)CCCCC2)CC1
  /	/	-7.5	/	9.4	/	0.6	/	-1.9
- COc1ccccc1N1CCN(CC(=O)c2c(C)[nH]c3ccccc23)CC1
  -47.8	-14.6	-4.2	-4.3	3.4	0.1	-3.1	-0.1	-7.8
- CC1(C)CC(=O)C2=C(C1)Nc1ccccc1N=C2
  14.6	2.4	19.8	14.9	1.1	-1.0	0.1	3.3	-11.2
- CC1(C)C(=O)OC(c2cccs2)C(C)(C)C1=O (configuration not stated)
  4.3	-27.5	0.8	1.3	-0.2	-6.8	-3.8	27.7	10.1
- CCn1c(=N)c(C(=O)NC)cc2c(=O)n3cccc(C)c3nc21
  -144.3	10.4	-0.1	-39.4	-21.6	/	-3.1	-57.7	18.7
- CC(Sc1nc(NCc2ccccc2)nc(N2CCOCC2)n1)C(=O)Nc1ccccc1 (configuration not stated)
  3.6	2.6	-4.6	1.9	-4.1	-1.5	3.3	16.0	10.7
- COc1ccc2cc3cc(C(=O)NCc4ccc5c(c4)OCO5)oc3nc2c1
  -50.4	-1.0	4.7	-3.2	31.2	/	0.0	1.1	10.8
- CC1(C)C(C=C(Cl)Cl)C1C(=O)N1CCN(c2ccccc2)CC1 (configuration not stated)
  -42.6	-2.9	-3.5	-5.3	-13.9	6.5	0.2	-0.4	-2.4
- N#CC1=C(N)Oc2n[nH]c(-c3ccc(F)cc3)c2C1c1ccncc1 (configuration not stated)
  -4.5	8.9	-0.9	-1.3	-7.3	-3.2	0.0	7.8	30.8
- COc1cc2cc(C(c3nnnn3C(C)(C)C)N3CCc4ccccc43)c(=O)[nH]c2cc1OC (configuration not stated)
  -12.7	10.0	-2.7	4.2	10.0	-3.7	1.1	5.4	17.1
- CCCc1nnc(NC(=O)CCC(=O)N2CCN(CCOc3ccc(C)cc3)CC2)s1
  6.5	-19.3	-0.3	14.6	-13.3	-0.8	0.0	13.3	7.9
- CCOc1ccccc1NC(=O)CN(Cc1ccccc1)S(C)(=O)=O
  5.9	0.1	-3.0	0.4	-1.4	3.9	0.1	2.9	-5.4
- O=C(CSc1nc2ccccc2[nH]1)c1ccc2c(c1)OCO2
  -2.5	-5.6	-0.8	8.8	-7.0	10.2	-2.6	-0.1	-7.7
- O=C(O)CN1C(=O)CC(Cc2ccc(Cl)cc2)C1=O (configuration not stated)
  14.8	3.1	0.8	13.3	0.3	-0.8	-1.0	1.0	7.5
- COC(=O)CSc1nnc(-c2ccoc2C)n1-c1ccc(C)cc1
  -19.0	5.0	-2.3	8.2	-5.9	16.5	2.1	-9.4	-9.8
- COC(=O)c1cn(NC(=O)C2COc3ccccc3O2)c(=O)c2ccccc12 (configuration not stated)
  -8.0	9.4	/	7.8	-2.8	16.7	1.2	6.8	-1.8
- O=C(c1ccco1)N1CCC(c2nc(-c3ccc(F)cc3)no2)CC1
  -4.8	6.7	-3.6	-1.7	4.5	-4.2	2.4	4.5	19.4
- CNC(=O)c1cc2cc(OC)ccc2oc1=N
  -18.2	0.0	-3.8	-10.2	-4.9	-28.6	-1.0	3.7	-15.9
- CNC(=O)c1cc2cccc(OC)c2oc1=O
  9.8	8.0	2.3	20.5	1.0	13.3	-1.1	4.5	18.8
- CCOc1ccc(N(CC(=O)NCc2ccccc2)S(=O)(=O)c2c(C)noc2C)cc1
  17.6	3.6	-2.6	10.7	-14.2	/	-0.4	8.1	6.2
- COc1ccc(-c2noc(CCC(=O)Nc3cccnc3)n2)cc1OC
  -1.7	2.2	-10.3	-0.4	4.6	5.6	-0.8	26.0	-7.8
- COc1ccc(C(=O)Nn2c(C)ccc2C)cc1OC
  -5.7	9.9	-2.7	5.3	-5.7	-4.1	-2.5	-10.7	35.2
- Cc1ccc(C(C)NC(=O)c2c(C)noc2C)cc1C (configuration not stated)
  0.0	5.3	-8.8	-0.4	1.2	20.3	0.0	4.8	2.5
- CCOc1ccc(CN2C(=O)c3ccccc3C2C(=O)NCc2cccnc2)cc1 (configuration not stated)
  -6.4	-17.0	-1.5	5.7	-6.7	2.5	-2.4	3.5	2.9
- O=C1Nc2ccccc2C(O)(C(=O)NCc2ccco2)N1c1ccc(Cl)c(Cl)c1 (configuration not stated)
  -4.5	-3.1	-1.1	1.0	-4.2	-4.2	-3.5	1.2	5.4
- COc1ccc2c(c1)CCCC21NC(=O)NC1=O (configuration not stated)
  -7.8	13.5	0.5	-3.3	7.4	-0.7	-1.5	6.2	18.1
- CCCc1c(C)c2ccccc2[nH]c1=O
  10.9	4.8	1.7	8.8	-0.2	24.4	-3.5	5.3	2.1
- Cc1cc(C(=O)OCC(=O)N2c3ccccc3CC2C)c(C)o1 (configuration not stated)
  -128.8	-30.1	-2.2	-24.9	-3.6	-8.8	2.1	-15.5	-10.2
- O=C(c1cc2cc(Cl)ccc2oc1=O)N1CCCC1
  -4.0	2.1	2.3	9.2	-1.1	-7.5	1.2	-3.3	13.1
- COc1cc2[nH]c(=O)n(CCCC(=O)N3CC=C(c4ccccc4)CC3)c(=O)c2cc1OC
  -6.5	1.4	/	0.3	-9.1	-1.1	2.0	2.4	13.9
